bIAP inhibitor: bovine intestinal alkaline phosphatase inhibitors, primary screen, selectivity assay for TNAP inhibitor project, biochemical, bovine IAP, CDP-star luminescence; alkaline phosphatase, intestinal [Bos taurus]; purified bovine IAP, 30 min; inhibition, % at 20 µM; 190,000 tested, under 10 active;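 active = over 50% inhibition of intestinal alkaline phosphatase at 20 µM in the single-dose screen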
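System: Purified bovine intestinal alkaline phosphatase (IAP) enzyme | Input: IAP diluted 1/65,000,000 in the well | Also added: CDP-star chemiluminescent phosphatase substrate, 30 µM final | Dosing: 20 µM single dose | Times: Enzyme reaction for 30 min at room temperature | Detection: Luminescence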
bIAP act: bovine intestinal alkaline phosphatase activators, primary screen, biochemical, bovine IAP, CDP-star luminescence | alkaline phosphatase, intestinal [Bos taurus] | purified bovine IAP, 30 min; active compounds read high; fold of DMSO-control signal, blank-subtracted | activation factor at 20 µM | actives 0.17% (n = 200,000) | AID 1016, 2008;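 active = activation factor of 2 or more at 20 µM, a signal rise over negative controls twice the positive control's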
PPARg SRC-3 ag: PPARgamma agonists recruiting SRC-3 coactivator, primary screen, biochemical; biochemical PPARgamma/SRC-3 coactivator recruitment assay; activation, % at 8 µM; actives 0.26% (n = 200,000); AID 731, 2007; in the data active = activation above about 23%;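 note: 0% = DMSO and 100% = reference agonist; some compounds past the cut are filed as inactive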
TR-FRET SRC-2 ct: TR-FRET signal artefacts, primary screen, artefact control for PPARgamma SRC-2 agonist project, biochemical | TR-FRET ratio at 8 µM | TR-FRET artefact counter-screen; active compounds read high | AID 1049, 2008 | actives 0.4% (n = 200,000); in the data active = TR-FRET ratio above about 2000; note: inactives centre near 1500
S1P3 antag: S1P3 receptor antagonists, primary screen, cell-based. Sphingosine 1-phosphate receptor 3 (Homo sapiens), Q99500. CHO S1P3 NFAT-BLA reporter, FRET fluorescence, antagonist mode. inhibition, % at 4.98 µM. actives 0.27% (n = 170,000);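 active = inhibition above the plate cutoff, the mean inhibition of test wells on that plate plus 3 SD, cut at about 28% in these data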;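 note: cells challenged with S1P at its EC80 of 0.8 µM; blue over green emission ratio from cleaved BLA substrate after 4 h stimulation; 0% = S1P-stimulated wells and 100% = unstimulated DMSO-only wells; some compounds past the cut are filed as inactive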
TLR4-MyD88 BLA: inhibitors of TLR4-MyD88 association in cells, primary screen, cell-based, HeLa CL3-4, BLA complementation, FRET ratio | HeLa CL3-4 TLR4/MyD88 BLA complementation | inhibition, % at 8.4 µM | actives 0.18% (n = 200,000) | AID 861, 2007; in the data active = inhibition above about 25%;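 note: 0% = vehicle and 100% = reference inhibitor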
Target sequence (O00206 whole entry, looked up): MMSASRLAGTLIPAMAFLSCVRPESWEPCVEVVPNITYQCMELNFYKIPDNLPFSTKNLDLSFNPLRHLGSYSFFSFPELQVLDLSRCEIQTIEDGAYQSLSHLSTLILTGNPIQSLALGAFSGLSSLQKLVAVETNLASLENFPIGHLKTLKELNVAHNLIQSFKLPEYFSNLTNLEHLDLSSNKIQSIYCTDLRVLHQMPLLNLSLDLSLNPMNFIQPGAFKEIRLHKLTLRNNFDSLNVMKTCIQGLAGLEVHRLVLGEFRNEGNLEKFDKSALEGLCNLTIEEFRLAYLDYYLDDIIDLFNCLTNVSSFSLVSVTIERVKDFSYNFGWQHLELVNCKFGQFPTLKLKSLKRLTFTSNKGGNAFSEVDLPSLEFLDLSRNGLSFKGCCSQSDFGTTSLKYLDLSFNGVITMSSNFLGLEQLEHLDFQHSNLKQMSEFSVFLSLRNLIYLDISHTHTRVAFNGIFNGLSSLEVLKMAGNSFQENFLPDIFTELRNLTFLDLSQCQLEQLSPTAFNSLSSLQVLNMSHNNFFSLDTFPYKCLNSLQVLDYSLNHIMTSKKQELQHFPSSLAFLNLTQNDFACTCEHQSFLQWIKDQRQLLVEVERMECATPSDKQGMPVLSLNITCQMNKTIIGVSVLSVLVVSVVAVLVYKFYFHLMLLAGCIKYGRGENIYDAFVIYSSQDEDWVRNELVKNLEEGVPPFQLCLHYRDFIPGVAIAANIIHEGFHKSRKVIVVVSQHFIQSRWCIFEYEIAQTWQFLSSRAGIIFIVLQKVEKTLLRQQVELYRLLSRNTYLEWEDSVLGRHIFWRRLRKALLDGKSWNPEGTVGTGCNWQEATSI
Target sequence (Q99836 whole entry, looked up): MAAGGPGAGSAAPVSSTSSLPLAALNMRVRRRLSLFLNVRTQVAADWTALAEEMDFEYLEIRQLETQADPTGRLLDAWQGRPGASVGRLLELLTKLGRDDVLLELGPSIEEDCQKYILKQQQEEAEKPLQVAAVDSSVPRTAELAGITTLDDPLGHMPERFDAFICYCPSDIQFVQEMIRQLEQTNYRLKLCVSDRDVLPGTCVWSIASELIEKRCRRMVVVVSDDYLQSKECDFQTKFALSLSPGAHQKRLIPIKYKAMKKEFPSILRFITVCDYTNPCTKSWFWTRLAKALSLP
PPARg SRC-2 ag: agonists of PPARg-SRC-2 recruitment, primary screen, biochemical, HTS | activation, % at 8 µM | PPARgamma LBD-SRC-2 recruitment | AID 1032, 2008 | actives 0.34% (n = 200,000) | Peroxisome proliferator-activated receptor gamma (Homo sapiens), P37231; in the data active = activation above about 22%;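 note: 0% = vehicle and 100% = reference agonist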
PPARg SRC-1 ag: PPARgamma agonists recruiting SRC-1 coactivator, primary screen, biochemical. Peroxisome proliferator-activated receptor gamma (Homo sapiens), P37231. PPARgamma-SRC-1 coactivator recruitment biochemical assay. activation, % at 8 µM. actives 0.41% (n = 200,000). AID 631, 2007; in the data active = activation above about 19%;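 note: 0% = DMSO and 100% = reference agonist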
ROMK primary: ROMK potassium channel modulators, primary screen, cell-based, thallium flux, MLSMR library. Tet-inducible ROMK, thallium flux fluorescence; actives lie on both sides. ATP-sensitive inward rectifier potassium channel 1 (Homo sapiens), P48048. AID 1918, 2009. B-score at 10 µM. actives 2% (n = 130,000);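 active = signal ratio slope over the read window, or its plate-corrected B-score, at least 3 SD from the plate mean, either direction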;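 note: B-score of the F/F0 ratio slope over 7 to 12 s after thallium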
Redox H2O2 prof: compounds producing H2O2 with reducing agent – biochemical, NIH compound library profiling, artefact control for MLSCN library redox annotation, primary screen. activation, % at 10 µM. DTT-dependent redox cycling H2O2, phenol red/HRP absorbance; 100% = 100 µM peroxide control, 0% = buffer. AID 878, 2007. actives 0.03% (n = 200,000);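 active = activation of at least 50% relative to the plate's high and low controls in the primary single-dose screen; inactive = activation below 50%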;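 note: compound incubated with DTT at 0.8 mM final as the reducing agent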
L major viab: Leishmania major promastigote growth inhibition, primary screen; Leishmania major promastigotes, resazurin fluorescence viability; inhibition, % at 10 µM; actives 9% (n = 200,000); AID 1063, 2008; in the data active = inhibition above about 50%;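 note: promastigotes grown with compound for 44 hours at 28 °C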
Starred values were filed as active, the others as inactive; nt = not tested or not shown.

SMILES	bIAP inhibitor	bIAP act	PPARg SRC-3 ag	TR-FRET SRC-2 ct	S1P3 antag	TLR4-MyD88 BLA	PPARg SRC-2 ag	PPARg SRC-1 ag	ROMK primary	Redox H2O2 prof	L major viab
N/C(=N\OC(=O)c1ccco1)c1cccnc1	-1.2	1	0.1	1093	-30.5	-12.7	-6.0	-5.7	0.575	-0.5	-1.2
CCC1CCCCN1CCCNC(=O)c1ccc2c(=O)n(Cc3ccc(OC)cc3)c(=O)[nH]c2c1 (stereo not drawn)	9.9	0.9	-7.4	1267	nt	-4.1	0.1	-6.2	-1.02	0.1	0.5
COc1ccc(/C=N/NC(=O)C2c3ccccc3-c3ccccc32)cc1	-4.7	1	3.5	1661	6.8	-14.2	-2.2	7.5	0.291	0.2	5.5
CCCS(=O)(=O)c1c(S(=O)(=O)CCC)c2c(N)cccn2c1C(=O)c1ccc(F)cc1	-0.7	1	-8.1	1582	-28.4	-6.0	6.9	7.7	nt	2.1	26.9
O=C(COC(=O)c1ccccn1)NCc1ccccc1Cl	22.6	0.8	-0.2	1275	-10.9	-4.9	-2.5	-7.7	-0.397	-0.3	-2.8
Cc1noc(C)c1S(=O)(=O)N1CCC(C(=O)N2CCN(C(=O)c3ccco3)CC2)CC1	-1.2	1	4.2	1675	nt	-2.7	4.0	-6.3	0.405	-0.1	-3.9
CCN(CC)S(=O)(=O)c1ccc(N2CCN(S(=O)(=O)c3ccc4c(c3)OCCO4)CC2)nc1	1.5	1	1.5	1614	nt	4.0	8.5	0.3	-0.493	0.3	78.8*
COc1ccccc1CNC(=O)C1CCCN(S(C)(=O)=O)C1 (stereo not drawn)	1.8	1	5.9	1591	nt	-0.3	11.8	0.5	-0.735	-0.1	0.8
Cc1c(NC(=S)NC(=O)CCc2ccccc2)c(=O)n(-c2ccccc2)n1C	-24.4	1.2	9.8	1603	2.9	-4.3	5.9	-1.3	0.392	-2.3	-2.9
COCc1nnc(NC(=O)c2ccco2)s1	12.4	0.9	-8.6	1550	7.2	11.4	2.0	-0.8	-0.0207	0.7	-7.2
O=C(CSc1nc2ccccc2n1S(=O)(=O)c1cccc([N+](=O)[O-])c1)NCCc1ccccc1	0.0	1	2.0	1833	-2.4	1.6	0.0	6.8	-2.19	0.2	0.6
CCOC(=O)C1CCN(c2c(NCCCN(CC)Cc3ccccc3)c(=O)c2=O)CC1	-5.1	1.1	4.3	1340	-24.5	-3.9	0.9	0.7	-0.616	1.6	1.4
C=CCN1C(=O)OC2(CCCCC2)C1(C)O (stereo not drawn)	20.1	0.8	-2.3	1395	-13.3	-8.1	-5.7	1.5	nt	-0.2	-6.9
COc1cc(OC)cc(-c2nc3ccccc3c(=O)n2OC(=O)c2ccc(Br)cc2)c1	-4.0	1	7.8	1800	0.1	-25.7	5.3	-1.5	0.325	1.6	50.2*
O=C(Cc1ccccc1)N/N=C/C=C/c1cccc([N+](=O)[O-])c1	-3.0	1	18.8	1594	nt	-8.5	15.5	10.0	nt	2.8	-1.4
c1cnc2c(C3NCCc4c3[nH]c3ccccc43)cccc2c1 (stereo not drawn)	4.8	1	-1.4	1602	-7.4	1.3	9.7	2.9	nt	-1.1	0.5
O=C(O)c1ccccc1-c1ccccc1C(=O)NCc1cccnc1	-3.9	1	-2.6	1657	-14.8	-10.4	1.2	-2.5	0.704	1.6	-6.6
COc1ccc(/C=N/OCC(=O)N=Nc2c(O)[nH]c3ccc(Br)cc23)cc1	3.1	1	5.3	1492	-1.6	0.6	-7.4	-2.1	-0.593	-0.2	0.6
CC(=O)Nc1ccc(NC(=O)CSCCc2ccccn2)cc1	1.1	1	-5.1	1436	nt	7.5	-11.5	1.6	nt	3.5	-1.0
CCOc1ccc(C(F)(F)F)cc1NC(=O)c1ccc(OC)c([N+](=O)[O-])c1	1.5	1	0.2	1319	nt	4.9	-0.6	1.5	1.81	-3.4	-1.7
CCCCc1ccc(/C=C2\C(=O)ON=C2c2ccccc2)s1	4.9	1	-2.3	1524	17.4	-3.7	11.7	5.4	0.337	-0.1	-4.0
O=C(COc1ccccc1)NC1CCSC1=O (stereo not drawn)	3.6	1	-0.3	1377	-21.1	7.1	3.5	1.0	1.33	-0.4	-7.6
CC(NC(=O)c1ccccc1NC(=O)c1ccco1)C(=O)O (stereo not drawn)	-9.3	1.1	-3.9	1360	-0.5	8.5	-1.9	-8.7	nt	4.5	15.1
Cc1c(Cl)cccc1NC(=O)CCCn1cnc([N+](=O)[O-])n1	7.2	0.9	8.3	1728	-6.0	-25.8	14.2	15.1	0.112	-0.6	49.5
CCOC(=O)CC(=O)CSc1[nH]c(=O)cc(C)c1C#N	8.6	0.9	5.2	1719	nt	-17.9	11.5	5.9	0.284	0.0	-2.7

Later entries
SMILES	bIAP inhibitor	bIAP act	PPARg SRC-3 ag	TR-FRET SRC-2 ct	S1P3 antag	TLR4-MyD88 BLA	PPARg SRC-2 ag	PPARg SRC-1 ag	ROMK primary	Redox H2O2 prof	L major viab
C/C(=N\N=C1\NC(=O)C(CC(=O)Nc2ccc(Cl)cc2)S1)c1ccco1 (stereo not drawn)	-2.4	1	-1.0	1685	-14.2	7.4	-11.2	2.7	1.19	-1.7	-2.5
Cc1ccc(C(=O)CSc2nnc(-c3ccccc3)n2-c2ccccc2)o1	10.3	0.9	-1.6	1632	1.9	6.0	7.8	1.6	0.249	-3.5	-13.7
Cc1cc(/C=N/Nc2ccc([N+](=O)[O-])cn2)c(C)n1-c1ccc(C(=O)O)cc1	28.7	0.7	5.6	1605	-1.8	22.6	8.3	4.7	-0.353	0.1	0.7
O=C(CSc1nnc(NC(=O)c2ccc3c(c2)OCO3)s1)NCc1ccco1	-4.8	1	5.8	1581	15.2	-10.1	10.6	-1.6	0.13	4.1	-2.3
Cc1cc(C(C)(C)C)oc1C(=O)N(CC(=O)NC1CCCC1)c1ccc(F)cc1	-5.4	1.1	-10.3	1553	nt	-9.0	6.2	-4.9	nt	2.3	14.5
O=C(O)c1ccc(-c2ccccc2Cl)o1	nt	nt	8.4	1687	-25.5	-8.4	6.8	9.0	0.984	0.3	-4.2
Cc1ccccc1C(=O)NNC(=S)NC(=O)c1ccccc1	47.5	0.5	6.2	1624	-5.5	-4.7	5.4	-2.5	2.33*	0.2	-7.5
CC(C)c1ccccc1NC(=O)CCc1nc2ccccc2s1	3.0	1	4.3	1492	6.0	-12.3	3.8	0.9	0.527	0.6	-0.2
Cc1[nH]n(-c2ccccc2)c(=O)c1C(=O)c1ccc([N+](=O)[O-])cc1	0.8	1	2.9	1718	-9.0	-13.9	13.6	3.7	-0.416	-1.0	-7.4
CCOC(=O)c1cc(NC(=O)Nc2nccs2)c(C)nc1C	4.9	1	-0.7	1420	4.2	-3.9	-4.5	1.6	-0.386	-0.3	-4.2
CCCC(=O)NC(=S)Nc1ccccc1F	4.4	1	11.8	1719	nt	-13.1	2.7	-1.7	nt	-7.3	0.1
Cc1ccc([N+](=O)[O-])cc1S(=O)(=O)NCCc1c(C)[nH]c2ccccc12	-3.8	1	0.7	1244	-4.7	-12.6	-3.3	2.4	-0.209	-0.1	95.9*
O=C(CSc1nc(-c2cccs2)cc(C(F)(F)F)n1)NCc1ccccc1	22.8	0.8	-8.5	1571	nt	-2.5	10.7	5.6	1.48	-0.1	-12.7
Cc1ccc(/C=N/N=C/c2ccc(C)s2)s1	-28.8	1.3	0.5	1523	-7.7	-1.6	1.2	12.2	0.688	-0.2	-5.1
COc1ccc2c(c1OC)C(=O)OC2Nc1nc(-c2cc3cc([N+](=O)[O-])ccc3oc2=O)cs1 (stereo not drawn)	39.9	0.6	4.4	1490	7.8	-1.5	2.3	1.9	nt	-0.1	-2.8
CCCCCc1c(C)nc(SCC(=O)O)[nH]c1=O	2.5	1	9.9	1483	0.2	-15.6	3.8	-1.0	nt	10.5	-4.9
COc1ccc2cc(CCNC(=O)CC(C)(C)C)c(=O)[nH]c2c1	2.6	1	4.0	1713	-3.6	-20.7	0.6	0.0	nt	1.7	-3.7
CC(=O)c1cn(CCCCCCCCCCn2cc(C(C)=O)c(=O)[nH]c2=O)c(=O)[nH]c1=O	-2.3	1	5.0	1587	nt	0.8	1.4	-1.5	0.445	-6.0	-0.2
O=C(NCCCn1ccnc1)C(=O)NCC(c1ccco1)N1CCN(c2ccccc2)CC1 (stereo not drawn)	-7.0	1.1	-0.5	1612	-6.2	3.2	3.3	-7.9	-0.0107	-1.8	-0.5
COc1ccc(CC(=O)NC(c2ccccc2)c2ccccc2)cc1S(=O)(=O)N1CCOCC1	-3.7	1	-4.5	1486	nt	-14.8	5.8	3.7	0.00785	0.2	3.9
Cc1nc2ccccn2c1/C(O)=C1\C(=O)C(=O)N(CCN2CCOCC2)C1c1ccncc1 (stereo not drawn)	-1.0	1	3.2	1451	-14.7	3.4	10.1	3.0	nt	-0.2	-6.4
CCOc1ccc(C(CCc2ccccc2)NC(=O)c2ccccc2F)cc1OCC (stereo not drawn)	11.3	0.9	-1.0	1417	nt	16.2	-0.1	-0.5	-1.59	0.2	29.3
Cc1ccc(S(=O)(=O)NNC(=O)Nc2cccc3ccccc23)cc1	17.6	0.8	1.5	1545	-16.5	-5.7	3.7	4.5	0.0678	-0.1	34.5
COc1ccc(COCC(O)CN2CCC(CN3C(=O)c4cccc5cccc(c45)C3=O)CC2)cc1OC (stereo not drawn)	1.1	1	6.9	1475	-6.0	-10.2	-1.5	3.6	-2.55	-0.3	21.8
Clc1ccccc1Cn1nnc(-c2ccccc2)n1	2.0	1	3.1	1534	-5.8	7.8	0.0	2.2	-0.861	-0.4	-2.4

Rewritten with each value named: entries from further up
smiles: Cc1ccc(C(=O)CSc2nnc(-c3ccccc3)n2-c2ccccc2)o1
  bIAP inhibitor: 10.3; bIAP act: 0.9; PPARg SRC-3 ag: -1.6; TR-FRET SRC-2 ct: 1632; S1P3 antag: 1.9; TLR4-MyD88 BLA: 6.0; PPARg SRC-2 ag: 7.8; PPARg SRC-1 ag: 1.6; ROMK primary: 0.249; Redox H2O2 prof: -3.5; L major viab: -13.7

smiles: COc1cc(OC)cc(-c2nc3ccccc3c(=O)n2OC(=O)c2ccc(Br)cc2)c1
  bIAP inhibitor: -4.0; bIAP act: 1; PPARg SRC-3 ag: 7.8; TR-FRET SRC-2 ct: 1800; S1P3 antag: 0.1; TLR4-MyD88 BLA: -25.7; PPARg SRC-2 ag: 5.3; PPARg SRC-1 ag: -1.5; ROMK primary: 0.325; Redox H2O2 prof: 1.6; L major viab: 50.2*

From PubChem BioAssay
